KinaseGlo FLuc: Counterscreen for Luciferase (Kinase-Glo TM) Inhibition. 200,000 compounds, 0.28% hits. Luciferin 4-monooxygenase (Photuris pensylvanica), Q27757. Kinase-Glo luciferase, ATP luminescence, 8 min. Potency, µM (doses to about 38.3 µM), without a hit: at the top dose activity change, negative = inhibition, hits mostly inhibitors; note: potency is the fitted concentration of half-maximal effect; % is set by controls: 0 for no effect and ±100 for the full control effect; nearly all actives have a fitted effect of over 60% in size
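Compounds were added to a substrate mix at pH 7.2 (50 mM imidazole, 10 uM ATP, within the enzyme's linear range), followed by Kinase-Glo detection reagent; luminescence was measured after 8 minutes at ambient temperature.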
CBFb-RUNX1 inh: qHTS Assay for Compounds Blocking the Interaction Between CBF-beta and RUNX1 for the Treatment of Acute Myeloid Leukemia; AID 1477, 2009; 230,000 tested, under 10 active; Runt-related transcription factor 1 (Homo sapiens) + Core-binding factor subunit beta …; AlphaScreen CBFb-His/RUNX1-biotin binding, biochemical; Potency, µM (highest dose often 59.8 µM), for inactives: at the top dose activity, negative = inhibition, actives largely listed as inhibitors; note: % of control where 0% means no effect
Target sequence (Q01196 whole entry, looked up): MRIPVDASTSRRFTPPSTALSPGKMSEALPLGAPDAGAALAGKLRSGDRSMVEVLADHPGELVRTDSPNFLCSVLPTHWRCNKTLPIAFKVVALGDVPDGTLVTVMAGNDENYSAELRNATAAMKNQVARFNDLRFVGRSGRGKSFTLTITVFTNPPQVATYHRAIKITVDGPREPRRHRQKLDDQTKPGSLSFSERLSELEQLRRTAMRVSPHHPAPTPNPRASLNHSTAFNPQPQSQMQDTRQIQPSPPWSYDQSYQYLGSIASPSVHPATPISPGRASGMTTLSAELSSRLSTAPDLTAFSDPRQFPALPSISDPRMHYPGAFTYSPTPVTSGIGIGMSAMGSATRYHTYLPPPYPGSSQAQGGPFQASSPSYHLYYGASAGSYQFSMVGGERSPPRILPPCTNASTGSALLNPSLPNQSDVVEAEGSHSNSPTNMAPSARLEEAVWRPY
Target sequence (Q13951 whole entry, looked up): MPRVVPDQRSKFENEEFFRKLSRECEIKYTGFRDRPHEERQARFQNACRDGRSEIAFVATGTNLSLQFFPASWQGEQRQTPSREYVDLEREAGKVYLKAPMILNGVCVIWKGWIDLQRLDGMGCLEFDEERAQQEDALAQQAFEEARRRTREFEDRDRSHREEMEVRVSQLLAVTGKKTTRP
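His-tagged CBF-beta and biotinylated RUNX1 (30 nM each) were premixed 20 min at room temperature, exposed to compound for 15 min, then given nickel-chelate and streptavidin AlphaScreen beads (50 ng each). After 90 min, AlphaScreen signal was read.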
Lamin A splicing: qHTS Assay for Modulators of Lamin A Splicing | HeLa LMNA splicing GFP/RFP minigene ratio, 48 h | Potency, µM (top dose mostly 46.1 µM), inactives show at the top dose ratio change, negative = inhibition, hits mostly inhibitors | 200,000 compounds, 0.01% hits; active = well fitted inhibition curve with a large enough effect in the signal ratio, with a control signal flat, not every such curve was filed as active; inconclusive = small, poorly fitted or top-dose-only effect, or effect the other way, or a change in a side signal; the % refers to the signal ratio; note: potency is the fitted concentration of half-maximal effect; % is set by controls: 0 for no effect and ±100 for the full control effect
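S3 HeLa stable clones carrying a lamin A-EGFP splicing minigene plus DsRed2 were seeded at 600 cells/well in Opti-MEM with 2% FBS, pin-dosed and incubated 48 h at 37°C. Acumen cytometry (488 nm) gave the GFP/RFP total-intensity ratio.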
HTT aggregate: qHTS Multiplex Assay to Identify Dual Action Probes in a Cell Model of Huntington: Aggregate Formation (GFP); 220,000 compounds, 1.1% hits; Potency, µM (titrated, usually from 46.1 µM), for inactives: top-dose activity change, negative = inhibition, usual class: inhibitors; PC12 HttQ103-GFP aggregates, Acumen cytometry, 40 h; note: potency is the fitted concentration of half-maximal effect; % is set by controls: 0 for no effect and ±100 for the full control effect; nearly all actives have a fitted effect of over 60% in size
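PC12 cells stably carrying ecdysone-inducible HTT exon 1 Q103–GFP were induced with tebufenozide (100 nM final) and treated with library compounds in titration. GFP aggregates in lysates were counted by laser scanning cytometry.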
NPSR antag: qHTS Assay for Antagonists of the Neuropeptide S Receptor: cAMP Signal Transduction; Q6W5P4; CHO-NPSR cells, cAMP TR-FRET, antagonist mode; Potency, µM (highest dose often 38.3 µM), without a hit: top-dose activity change, negative = inhibition, actives largely listed as inhibitors; 220,000 compounds, 1% hits; AID 1461, 2008; note: potency is the fitted concentration of half-maximal effect; % is set by controls: 0 for no effect and ±100 for the full control effect; nearly all actives have a fitted effect of over 50% in size; many of its hits are not listed in these tables
Target sequence (Q6W5P4 whole entry, looked up): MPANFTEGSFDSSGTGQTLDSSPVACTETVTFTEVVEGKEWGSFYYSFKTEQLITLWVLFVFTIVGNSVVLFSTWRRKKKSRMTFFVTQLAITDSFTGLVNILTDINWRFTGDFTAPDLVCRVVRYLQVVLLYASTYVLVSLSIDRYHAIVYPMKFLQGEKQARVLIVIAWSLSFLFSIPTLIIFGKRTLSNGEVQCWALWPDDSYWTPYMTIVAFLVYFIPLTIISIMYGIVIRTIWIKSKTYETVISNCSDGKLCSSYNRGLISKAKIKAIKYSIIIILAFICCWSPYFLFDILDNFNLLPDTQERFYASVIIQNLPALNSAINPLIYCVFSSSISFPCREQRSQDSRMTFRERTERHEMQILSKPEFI
IMPase Li cell: qHTS Assay for Identifying the Cell-Membrane Permeable IMPase Inhibitors: Potentiation with Lithium | CHO-M1 cells, IP1 TR-FRET (IP-One), carbachol + lithium | Potency, µM (titrated, usually from 59.4 µM), for inactives: at the top dose activity, negative = IMPase inhibition, hits mostly inhibitors | 210,000 compounds, 0.35% hits | AID 1457, 2008;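 note: IP1 builds up when IMPase is blocked and the TR-FRET signal falls; potency is the fitted concentration of half-maximal effect; plate controls were basal vehicle for no effect and high inhibitor control for full effect; nearly all actives have a fitted effect of over 50% in size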
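Lithium-sensitised IP1 accumulation assay; M1-expressing CHO cells treated 30 min at 37C with compound. Competitive antibody detection by time-resolved FRET followed a 10 min room-temperature lysis step.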
Epigenetic reg: Quantitative High-Throughput Screen for Regulators of Epigenetic Control; murine LDR cells, GFP reporter derepression, 30 h; Potency, µM (highest dose often 53.9 µM), for inactives: at the highest dose GFP activation, actives largely listed as activators; 280,000 compounds, 0.2% hits; note: potency is the fitted concentration of half-maximal effect; % of control where 0% means no effect; nearly all actives have a fitted effect of over 60% in size
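In this reporter-derepression format, murine cells bearing a silenced integrated CMV-GFP locus incubate with test compound (30 h, 37 C), then are washed and imaged; fluorescent objects of 20–120 um count as induced cells.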
An asterisk follows results filed as active; u = inconclusive; x = no result given; [ ] = another dose, or the depositor's remark. Unless noted, calls come from the whole dose curve; as a rule, active = well fitted curve in the direction sought with a large enough effect; inconclusive = small, poorly fitted or top-dose-only effect, or another doubt; inactive = no such curve, though single readings can be large; an effect the other way counts as inactive or inconclusive.

Results follow in this order: KinaseGlo FLuc	CBFb-RUNX1 inh	Lamin A splicing	HTT aggregate	NPSR antag	IMPase Li cell	Epigenetic reg
1) Cc1nnc2sc(SCc3ccccc3Cl)nn2c1=O
 : 1%	-5%	x	-21%	6%	2%	1.1%
2) C/C(=N\Nc1ccc([N+](=O)[O-])cc1)c1cccc(N)c1
 : 1%	-8%	5%	-3%	-15%[46.1 µM]	14%[38.3 µM]	-3.2%
3) Cc1cccc(N2C(=O)CSC2c2cccnc2)c1 (configuration not stated)
 : 15%	1%	2%	0%	-9%[46.1 µM]	35%[activator][38.3 µM]	-0.1%
4) COCCn1nnnc1C(c1ccccn1)N1CCN(c2cc(C)ccc2C)CC1 (configuration not stated)
 : 3%	-3%	-6%	-10%	1%[46.1 µM]	32%[activator][38.3 µM]	-1.0%
5) Cc1occc1C(=O)NNC(=O)C(c1ccccc1)c1ccccc1
 : -1%	-16%	17%	7%	-9%[46.1 µM]	-6%[38.3 µM]	-1.5%
6) CCOc1ccc(NC(=O)C2CC(C)=C(C)CC2C(=O)O)cc1 (configuration not stated)
 : 0%	0%	-14%	-16%	-16%[46.1 µM]	12%[38.3 µM]	0.0%
7) CN(C)[C@@H]1C(=O)C(C(=O)NCN2CCCC2)=C(O)[C@@]2(O)C(=O)C3=C(O)c4c(O)cccc4[C@@](C)(O)C3CC12 (some centres not stated)
 : -10%	x	-3%	-18%	-16%	8%	5.7%
8) O=C(COC(=O)c1ccco1)Nc1ccc2c(c1)OCO2
 : -11%	6%	9%	3%	-11%[46.1 µM]	-5%[38.3 µM]	4.2%
9) CC12CCC(=O)N1C(C(=O)OCC(=O)Nc1cc(S(=O)(=O)N3CCCCC3)ccc1Cl)CS2 (configuration not stated)
 : 0%	-16%	u	-22%	27%	-6%	-1.6%
10) CC1=CC(C)C2(COC(=O)Nc3ccccc3)COC(C)C1C2C (configuration not stated)
 : -2%	13%	x	-23%[9.22 µM]	12%	8%	0.1%

7 entries from above, with tabs:
cpd	SMILES	KinaseGlo FLuc	CBFb-RUNX1 inh	Lamin A splicing	HTT aggregate	NPSR antag	IMPase Li cell	Epigenetic reg
6	CCOc1ccc(NC(=O)C2CC(C)=C(C)CC2C(=O)O)cc1 (configuration not stated)	0%	0%	-14%	-16%	-16%[46.1 µM]	12%[38.3 µM]	0.0%
2	C/C(=N\Nc1ccc([N+](=O)[O-])cc1)c1cccc(N)c1	1%	-8%	5%	-3%	-15%[46.1 µM]	14%[38.3 µM]	-3.2%
9	CC12CCC(=O)N1C(C(=O)OCC(=O)Nc1cc(S(=O)(=O)N3CCCCC3)ccc1Cl)CS2 (configuration not stated)	0%	-16%	u	-22%	27%	-6%	-1.6%
10	CC1=CC(C)C2(COC(=O)Nc3ccccc3)COC(C)C1C2C (configuration not stated)	-2%	13%	x	-23%[9.22 µM]	12%	8%	0.1%
7	CN(C)[C@@H]1C(=O)C(C(=O)NCN2CCCC2)=C(O)[C@@]2(O)C(=O)C3=C(O)c4c(O)cccc4[C@@](C)(O)C3CC12 (some centres not stated)	-10%	x	-3%	-18%	-16%	8%	5.7%
3	Cc1cccc(N2C(=O)CSC2c2cccnc2)c1 (configuration not stated)	15%	1%	2%	0%	-9%[46.1 µM]	35%[activator][38.3 µM]	-0.1%
8	O=C(COC(=O)c1ccco1)Nc1ccc2c(c1)OCO2	-11%	6%	9%	3%	-11%[46.1 µM]	-5%[38.3 µM]	4.2%

Sorted by heavy-atom count (smallest number first): 3 of the compounds above
Results follow in this order: KinaseGlo FLuc	CBFb-RUNX1 inh	Lamin A splicing	HTT aggregate	NPSR antag	IMPase Li cell	Epigenetic reg
2) C/C(=N\Nc1ccc([N+](=O)[O-])cc1)c1cccc(N)c1
 : 1%	-8%	5%	-3%	-15%[46.1 µM]	14%[38.3 µM]	-3.2%
4) COCCn1nnnc1C(c1ccccn1)N1CCN(c2cc(C)ccc2C)CC1 (configuration not stated)
 : 3%	-3%	-6%	-10%	1%[46.1 µM]	32%[activator][38.3 µM]	-1.0%
7) CN(C)[C@@H]1C(=O)C(C(=O)NCN2CCCC2)=C(O)[C@@]2(O)C(=O)C3=C(O)c4c(O)cccc4[C@@](C)(O)C3CC12 (some centres not stated)
 : -10%	x	-3%	-18%	-16%	8%	5.7%

Following part:
Results follow in this order: KinaseGlo FLuc	CBFb-RUNX1 inh	Lamin A splicing	HTT aggregate	NPSR antag	IMPase Li cell	Epigenetic reg
11) NCCc1nnc(SCC(=O)c2ccc(Cl)cc2)o1
 : x	14%	x	-29%[9.22 µM]	18%	x	0.3%
12) CC1CCN(CC(=O)Nc2cccc([N+](=O)[O-])c2)CC1
 : -3%	-1%	3%	11%	0%[46.1 µM]	-2%[38.3 µM]	-0.2%
13) O=C(CCc1c[nH]c2ccccc12)Nc1ccc(S(=O)(=O)Nc2ncccn2)cc1
 : 5%	-3%	-13%[46 µM]	13%	-2%	7%	-0.4%
14) NS(=O)(=O)c1ccc(NC(=O)C2Cc3ccccc3C(=O)O2)cc1 (configuration not stated)
 : -3%	13%	x	6%	-24%	-6%	1.8%
15) COc1ccc(-n2c(-c3ccc(Cl)cc3)c[n+]3c2CCCCC3)cc1
 : x	3%	x	-4%[9.22 µM]	-5%	x	0.1%
16) O=C(Nc1ccccc1)ON=C1c2ccccc2-c2ccccc21
 : -6%	1%	-3%	-19%	18%[46.1 µM]	-7%[38.3 µM]	-0.9%
17) Cc1c(C(Nc2ccccn2)c2ccccc2)c(=O)n(-c2ccccc2)n1C (configuration not stated)
 : 2%	-10%	-5%	-11%	5%[46.1 µM]	6%	-1.1%
18) Cc1nc2sc(C(c3cccc(F)c3)N3CCOCC3)c(O)n2n1 (configuration not stated)
 : -1%	2%	10%	0%	7%[46.1 µM]	25%[38.3 µM]	-1.1%
19) Cc1ccc(/C=C2/C(=O)N(c3ccccc3)C(=S)N2C)o1
 : -5%	-14%	4%	27%	-8%	-9%	u
20) OCCN(CCO)Cc1ccc(Br)cc1
 : 2%	1%	4%	-1%[9.22 µM]	-2%[46.1 µM]	22%[38.3 µM]	-0.2%
21) Cn1c(CN2CCOCC2)nnc1SCC(=O)Nc1nccs1
 : -1%	8%	8%	-3%	-1%[46.1 µM]	22%[38.3 µM]	0.0%
22) COC(=O)c1cc(C)sc1NC(=O)C1CC(=O)NN1Cc1ccccc1 (configuration not stated)
 : 8%	2%	-10%	19%	-5%	-5%	-0.9%
23) FC(F)(F)c1cnc2c(-c3ccc(Cl)cc3Cl)noc2c1
 : 2%	7%	3%	9%[9.22 µM]	-11%[46.1 µM]	-4%[38.3 µM]	-6.1%
24) CC1CCC2(CC1)NC(=O)N(CC(=O)Nc1ccc3c(c1)OCCO3)C2=O (configuration not stated)
 : 3%	-4%	x	31%	8%	3%	6.9%
25) CCN(CC)CCCNC(=S)Nc1ccc(Br)cc1
 : -15%	10%	-23%[46 µM]	17%[9.22 µM]	-13%	8%	-1.1%
26) CC1(c2ccccc2Cl)NC(=O)N(CC(=O)NC(=O)NCc2ccco2)C1=O (configuration not stated)
 : -3%	-10%	21%	8%	-2%[46.1 µM]	-6%[38.3 µM]	0.8%
27) O=C(NC1CC1)C1=C[C@H](c2ccccc2)C[C@H](OCc2ccc(CO)cc2)O1
 : x	12%	x	-5%[9.22 µM]	16%	7%	-1.5%
28) Cc1sc2ncn(C(C)C(=O)OC3CCCCC3)c(=O)c2c1C (configuration not stated)
 : 1%	9%	5%	-1%	-27%[46.1 µM]	31%[38.3 µM]	-2.5%
29) O=c1[nH]c2ccccc2n2c(-c3ccccc3)nnc12
 : -8%	-2%	13%	17%	-16%[46.1 µM]	51%[activator][38.3 µM]	u
30) COc1cc(C2NC(=S)NC(c3ccccc3)=C2C(C)=O)cc(Cl)c1OCC(=O)O (configuration not stated)
 : 1%	-1%	0%	3%	-11%[46.1 µM]	5%[38.3 µM]	7.2%
31) COc1cccc(CNC(=O)CCS(=O)(=O)c2cccc3nsnc23)c1
 : -2%	3%	4%	3%	-6%[46.1 µM]	26%[38.3 µM]	0.0%
32) C/C(=N/NC(=O)c1ccco1)c1cccc(NC(=O)c2ccc(C)s2)c1
 : -6%	-3%	4%	-3%	-8%	-1%	0.3%
33) CCCN(CCC(=O)Nc1ccccc1F)CC1CC1
 : -3%	3%	-2%	-22%	-10%[46.1 µM]	23%[38.3 µM]	-1.0%
34) COc1ccccc1OC(=O)c1ccc(SC)cc1OC
 : -2%	13%	8%	0%	20%[46.1 µM]	25%[38.3 µM]	0.0%
35) Cc1ccc2nc(N3CCN(S(=O)(=O)c4ccc(C)c(Cl)c4)CC3)c(C#N)cc2c1
 : -1%	14%	-7%	-22%	-7%[46.1 µM]	14%[38.3 µM]	0.0%
36) COc1cc(NC(=O)c2cccs2)c(C(=O)OCC(=O)c2cc(C)n(-c3ccccc3)c2C)cc1OC
 : -4%	-1%	4%	-10%	-8%	4%	1.1%
37) Cc1n[nH]c(C)c1S(=O)(=O)N1CCCC(C(=O)Nc2ccc3c(c2)OCCO3)C1 (configuration not stated)
 : -5%	4%	-8%	-10%	-22%[46.1 µM]	u	1.6%
38) COc1ccc(C(=O)N2CCN(C(=O)Cc3ccccc3)CC2)cc1
 : -1%	1%	-4%[46 µM]	-20%	10%	-2%	-3.3%
39) CC(C)(C)OC(=O)N/N=C/c1cn(-c2ccccc2)nc1-c1cccnc1
 : -1%	6%	-14%[46 µM]	u	-50%	-1%	-1.3%
40) C=CCN(CC(=O)NC1CCS(=O)(=O)C1)S(=O)(=O)c1ccccc1C(F)(F)F (configuration not stated)
 : -1%	2%	-5%[46 µM]	3%	16%	0%	-1.4%
41) CCN(CC)C(=O)c1sc(NC(=O)C(C)C)c(C#N)c1C
 : -6%	13%	u	-3%[9.22 µM]	11%	5%	-4.9%
42) Cc1ccc(C(Sc2ccccc2)C(Cn2cncn2)C(=O)c2ccccc2)cc1 (configuration not stated)
 : -2%	23%	-14%	-2%	u	37%[activator][38.3 µM]	6.4%
43) CCCCS(=O)CC(COC)OC(=O)c1ccccc1 (configuration not stated)
 : 3%	5%	-4%[46 µM]	-17%	14%	1%	-3.1%
44) COC(=O)c1cc(-c2ccccc2)c2c(=O)n(C)c(=O)n(C)c2n1
 : x	14%	x	11%[9.22 µM]	-5%	6%	-0.2%

Screening results (PubChem)

Some of the compounds tested. The share of hits here may be higher or lower than overall.
